p97 inhibitor: inhibitors of human p97 ATPase, primary screen, biochemical | Transitional endoplasmic reticulum ATPase (Homo sapiens), P55072 | recombinant p97 ATPase, Kinase-Glo ATP luminescence, 3 h | inhibition, % at 8 µM | 220,000 tested, 0.42% active | AID 1481, 2009; in the data active = inhibition above about 15%;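 also: 0% = DMSO vehicle and 100% = wells lacking enzyme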
Target sequence (P55072 whole entry, looked up): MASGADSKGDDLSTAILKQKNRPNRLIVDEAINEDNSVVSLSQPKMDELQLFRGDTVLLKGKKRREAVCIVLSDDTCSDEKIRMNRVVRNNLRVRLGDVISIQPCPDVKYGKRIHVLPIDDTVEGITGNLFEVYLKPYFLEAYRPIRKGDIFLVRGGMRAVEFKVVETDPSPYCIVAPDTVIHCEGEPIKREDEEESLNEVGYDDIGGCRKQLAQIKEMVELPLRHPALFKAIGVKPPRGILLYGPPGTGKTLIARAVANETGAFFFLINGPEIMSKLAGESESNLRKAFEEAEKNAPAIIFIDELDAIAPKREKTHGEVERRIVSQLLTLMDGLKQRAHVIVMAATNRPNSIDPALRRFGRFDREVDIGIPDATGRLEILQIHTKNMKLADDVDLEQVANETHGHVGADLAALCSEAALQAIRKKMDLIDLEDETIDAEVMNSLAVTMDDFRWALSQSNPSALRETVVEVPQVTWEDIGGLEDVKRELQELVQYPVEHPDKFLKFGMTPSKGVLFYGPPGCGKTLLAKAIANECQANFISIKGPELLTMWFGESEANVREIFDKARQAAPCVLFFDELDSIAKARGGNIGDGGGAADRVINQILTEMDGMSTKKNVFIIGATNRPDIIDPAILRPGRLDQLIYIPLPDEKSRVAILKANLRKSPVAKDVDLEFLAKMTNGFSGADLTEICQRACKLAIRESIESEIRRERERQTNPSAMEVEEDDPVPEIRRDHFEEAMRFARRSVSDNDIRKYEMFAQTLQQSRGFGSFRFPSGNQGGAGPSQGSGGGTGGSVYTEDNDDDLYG
NPY2 pot ag: NPY-Y2 potentiators or agonists, primary screen, cell-based; Neuropeptide Y receptor type 2 (Homo sapiens), P49146; cells expressing NPY-Y2, potentiator/agonist read-out; activation, % at 3.6 µM; 220,000 tested, 0.45% active; AID 1359, 2008; in the data active = activation above about 27%;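 also: cells stimulated with NPY near EC25 plus isoproterenol at EC100; 0% = vehicle plus submaximal agonist and 100% = vehicle plus saturating agonist; some results beyond the cut were filed as inactive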
Runt-CBFb FRET: inhibitors of RUNX1 Runt–CBFb binding, primary screen, biochemical, FRET, Cerulean-Runt, Venus-CBFb, uHTS. Runt-related transcription factor 1 (Homo sapiens) + Core-binding factor subunit beta …. Cerulean-Runt/Venus-CBFb FRET ratio 530/480, 1 h. inhibition, % at 20 µM. 220,000 tested, 0.46% active;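 active = inhibition over about 50% at 20 µM in the single-dose screen, limit read from the data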;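 also: 0% = DMSO wells and 100% = excess unlabeled CBFb competitor control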
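test system = Cerulean-tagged RUNX1 Runt domain (FRET donor) fusion protein | reagent = Venus-CBFb binding partner, 100 nM | incubation = protein complex preformed 1 h, compound exposure 1 h, room temperature, dark | detection = FRET fluorescence | read-out basis = loss of energy transfer signal | controls = 5 µM unlabeled CBFb as full-inhibition high control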
NPY Y1 blocker: NPY-Y1 receptor antagonists, primary screen, cell-based; Neuropeptide Y receptor type 1 (Homo sapiens), P25929; 200,000 tested, 1% active; inhibition, % at 3.6 µM; HEK293-CNG Y1 cells, membrane potential fluorescence; NPY at EC95, then isoproterenol;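 active = inhibition above the campaign mean inhibition of all tested compounds plus 3 SD, cut at about 20% in these data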;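 also: 0% = DMSO wells given NPY plus isoproterenol and 100% = isoproterenol alone without NPY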
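Assay system: HEK293 cells with Y1 receptor plus CNG channel | Probe or stimulus: NPY (25 nM), isoproterenol (1 µM), Ro 20-1724 (25 µM) | Timing: Compound incubation 1 h at room temperature, readout 45 min post-stimulation | Measured by: Membrane-potential fluorescent dye readout | Benchmarks: High control isoproterenol alone, low control NPY with isoproterenol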
Runt-SMMHC FRET: inhibitors of RUNX1 Runt–CBFb-SMMHC binding, primary screen, biochemical, FRET, Cerulean-Runt, Venus-CBFb-SMMHC, uHTS. Runt-related transcription factor 1 (Homo sapiens) + Core-binding factor subunit beta …. Cerulean-Runt/Venus-CBFb-SMMHC FRET ratio 530/480, 1 h. inhibition, % at 20 µM. 220,000 tested, 0.74% active;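 active = mean inhibition across duplicate retests at 20 µM reaching about 50%, limit read from the data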;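 also: 0% = DMSO wells and 100% = wells with excess untagged CBFb-SMMHC; inhibitors lower the FRET ratio by blocking Runt binding to CBFb-SMMHC; some results filed as inactive read as strong as hits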
Hck Nef HTS: inhibitors of Nef-activated human Hck kinase, primary screen, biochemical, Z-Lyte FRET, 384-well, Hck-YEEI. Tyrosine-protein kinase HCK (Homo sapiens), P08631. inhibition, % at 20 µM. 220,000 tested, 0.68% active. Recombinant Hck-YEEI plus Nef, Z-Lyte FRET kinase assay;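 active = Hck-Nef kinase inhibition above about 50%, limit read from the data; inactive = inhibition below that limit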;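 also: 0% = DMSO with Hck plus Nef and 100% = Hck alone without Nef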
Mdm2 ligase inh: MDM2-luciferase reporter signal enhancers, primary screen, MDM2 E3 ligase inhibitor project, cell-based, luminescence, 1536-well; signal enhancement, % at 5 µM; cell-based MDM2 ubiquitination luciferase reporter, 2 h; 0 = plate control, 100 = twice control, blank-subtracted; 210,000 tested, 0.11% active; E3 ubiquitin-protein ligase Mdm2 (Homo sapiens), Q00987; AID 1230, 2008;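 active = signal enhancement of 30% or more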;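 also: luminescence tracks abundance of the self-degrading MDM2-luciferase fusion protein; higher signal means inhibition of MDM2 E3 ligase activity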
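system = mammalian cells stably expressing self-ubiquitinating, self-degrading MDM2 E3–luciferase fusion | quantity = 2000 cells per well seeded | incubation = 4 h cell settling then 2 h compound exposure, 37 °C | signal = SteadyLite luminescence, 15 min reagent step | benchmarks = plate control and blank wells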
RBBP9 inhibitor: human RBBP9 inhibitors, primary screen, biochemical, fluorescence polarization, FP-Rh probe, HTS | Serine hydrolase RBBP9 (Homo sapiens), O75884 | recombinant RBBP9 | inhibition, % at 7.94 µM | 220,000 tested, 0.2% active;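 active = inhibition above the campaign mean of all tested compounds plus 3 SD, cut at about 14% in these data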;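 also: plate controls were DMSO wells with RBBP9 for no effect and wells lacking RBBP9 protein for full effect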
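Measured by – fluorescence polarization · Test system – RBBP9 protein · Input – 2.5 µM RBBP9 dispensing solution, before mixing · Measure – percent inhibition from mP, scaled between DMSO and no-protein wells · Benchmarks – DMSO-treated enzyme wells and wells lacking RBBP9 · Times – preincubation 30 min plus labeling 45 min at 25 °C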
NPY-Y1 PAM-ag: NPY-Y1 receptor potentiators or agonists, primary screen, cell-based; 220,000 tested, 0.37% active; NPY-Y1 expressing cells, potentiator/agonist activation; Neuropeptide Y receptor type 1 (Homo sapiens), P25929; AID 1304, 2008; activation, % at 3.6 µM; in the data active = activation above about 33%, passing the limit was not always enough;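 also: cells stimulated with NPY at EC10 then isoproterenol at EC100; 0% = low agonist plus stimulus and 100% = saturating agonist plus stimulus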
An asterisk follows results filed as active; . = no result given.

Codes – A = p97 inhibitor; B = NPY2 pot ag; C = Runt-CBFb FRET; D = NPY Y1 blocker; E = Runt-SMMHC FRET; F = Hck Nef HTS; G = Mdm2 ligase inh; H = RBBP9 inhibitor; I = NPY-Y1 PAM-ag
1: COc1ccc(NC(=O)CSc2nc3c(c(=O)n2-c2ccccc2)SCC3)c(OC)c1
  A: 2.1	B: 6.4	C: -1.2	D: -0.3	E: 1.2	F: -16.5	G: -4.0	H: -2.0	I: -1.9

2: Cc1cccc(NC2=NCC(=O)N2Cc2cccs2)c1
  A: 7.9	B: 2.1	C: 0.9	D: -1.4	E: -3.1	F: 22.1	G: -13.4	H: -0.5	I: 10.9

3: Cc1cc(C)c2c(N)c(S(=O)(=O)c3ccccc3)sc2n1
  A: 4.6	B: -5.5	C: 2.1	D: -2.3	E: 1.4	F: 2.2	G: -0.9	H: -5.5	I: -7.3

4: Cc1ccccc1-n1c(-c2ccc3ccccc3n2)n[nH]c1=S
  A: -5.3	B: -26.6	C: 10.9	D: .	E: 5.9	F: 4.6	G: -13.9	H: -9.8	I: -21.2

5: O=C(NCc1ccncc1)Nc1cccc(Cl)c1
  A: -1.7	B: 4.2	C: -0.1	D: 1.7	E: -7.6	F: -0.4	G: -9.1	H: -3.5	I: -3.6

6: NC(=O)CCCc1nc(-c2ccccc2Cl)no1
  A: 2.2	B: -9.8	C: 2.4	D: -1.2	E: -7.1	F: 0.6	G: 0.8	H: -2.5	I: -16.4

7: O=[N+]([O-])c1ncn(C23CC4CC(CC(C4)C2)C3)n1
  A: 2.6	B: -12.4	C: 1.5	D: .	E: -1.2	F: 4.9	G: -10.8	H: -6.2	I: 19.1

8: O=C(Nc1ccccc1)N(Cc1ccc2c(c1)OCO2)Cc1nc2ccccc2c(=O)[nH]1
  A: 0.2	B: 7.0	C: 0.9	D: 10.9	E: 1.8	F: -0.4	G: -3.4	H: -1.3	I: -0.3

9: CCOC(=O)C1CCN(CCC(=O)Nc2ccc(C)cc2)CC1
  A: 1.7	B: -2.0	C: .	D: 11.3	E: .	F: 25.5	G: 0.6	H: 3.9	I: 10.9

10: C=CCOc1cccc(C2/C(=C(/O)c3ccccc3)C(=O)C(=O)N2CCN2CCOCC2)c1 (centres undefined)
  A: 1.8	B: 5.6	C: 1.2	D: 0.8	E: 0.0	F: 3.0	G: -1.2	H: -6.9	I: 7.3

11: Cc1c(NC(=O)C(C)c2ccc(CC(C)C)cc2)c(=O)n(-c2ccccc2)n1C (centres undefined)
  A: -3.8	B: -9.2	C: 0.1	D: 5.9	E: 1.2	F: -1.7	G: -13.8	H: 7.1	I: -2.8

12: COc1ccc(CNC(=O)COC(=O)C2=COCCO2)cc1
  A: 1.4	B: -33.8	C: 1.7	D: -2.0	E: -0.8	F: -21.1	G: -19.2	H: -1.7	I: -12.8

13: O=C(c1ccc(S(=O)(=O)N2CCCCC2)cc1)N1CCN=C1SCc1cccnc1
  A: -5.0	B: -1.5	C: -2.0	D: 6.8	E: -0.8	F: -0.4	G: -6.2	H: -10.5	I: 7.0

14: O=c1[nH]ncc2c3ccccc3n(Cc3ccccc3F)c12
  A: -4.2	B: 14.8	C: -0.6	D: 9.8	E: 3.1	F: 1.1	G: -2.1	H: -10.2	I: -6.4

15: CCO[C@H]1OC(C(=O)NCc2ccccc2)=C[C@@H](c2ccc3c(c2)OCO3)[C@@H]1CCCO
  A: 4.9	B: -10.3	C: -0.4	D: -3.5	E: -4.4	F: -10.2	G: .	H: -8.2	I: 9.9

16: CCCCOC(=O)CSC1=C(C#N)C(c2ccccc2OC)C(C#N)C(=O)N1 (centres undefined)
  A: -5.8	B: -1.0	C: 4.8	D: -1.6	E: 3.3	F: -1.5	G: -5.5	H: -7.5	I: 9.1

17: CC(C)OC(=O)CSc1nc2cc3c(cc2cc1C#N)OCO3
  A: 1.0	B: 3.3	C: -18.9	D: 8.4	E: -51.8	F: 4.7	G: .	H: -4.7	I: -6.4

18: O=C(O)c1cccc(CSc2nc(-c3ccc(Cl)cc3)cc(C(F)(F)F)n2)c1
  A: 2.5	B: -2.8	C: -8.9	D: -2.1	E: -7.4	F: 1.0	G: -12.7	H: -4.5	I: 3.3

19: O=C(CN1CCOCC1)Nc1c2c(nc3ccccc13)N(Cc1ccccc1)CC2
  A: 0.5	B: 10.8	C: 1.3	D: 5.5	E: -3.0	F: -4.4	G: 0.4	H: -8.5	I: -2.5

20: O=C(NCc1cccnc1)c1ccccc1NS(=O)(=O)c1ccc(F)cc1F
  A: 8.1	B: -2.5	C: -2.9	D: .	E: 0.5	F: 19.3	G: -10.0	H: -7.9	I: 2.8

21: O=C(COc1ccccc1)NCCSCc1ccc(Cl)cc1
  A: 0.0	B: -12.2	C: -1.7	D: 4.2	E: -1.4	F: 3.3	G: -12.1	H: 1.2	I: -30.9

22: Cc1nc(C(=O)NCC(=O)c2ccccc2)c(C(F)(F)F)o1
  A: 5.9	B: 0.8	C: -0.1	D: .	E: -0.3	F: 2.8	G: -8.3	H: -0.9	I: -10.3

23: CCOC(=O)Cn1c(=O)n(Cc2ccco2)c(=O)c2ccc(C(=O)NC3CCCC3)cc21
  A: 3.8	B: 13.9	C: 1.8	D: 2.4	E: -1.6	F: 0.2	G: -3.7	H: -10.4	I: -3.9

24: CC1CCCCC1NC(=O)c1ccc(CSc2nc3ccncc3[nH]2)cc1 (centres undefined)
  A: -5.3	B: 8.8	C: -3.3	D: 3.1	E: -1.1	F: -2.8	G: .	H: -7.7	I: -1.7

25: CCCOc1ccc(N2CC(C(=O)Nc3ccc4c(c3)OCO4)CC2=O)cc1 (centres undefined)
  A: -1.1	B: -14.5	C: .	D: -6.2	E: -5.1	F: 20.1	G: -28.8	H: -3.5	I: -20.4

26: N#CCSc1nc2ccc(N3CCOCC3)cc2c(=O)n1CCc1ccccc1
  A: -1.6	B: 11.2	C: 2.0	D: 1.8	E: -6.0	F: -0.7	G: -7.9	H: -2.9	I: -12.0

Compound profiles (already shown):
N#CCSc1nc2ccc(N3CCOCC3)cc2c(=O)n1CCc1ccccc1 is entered as p97 inhibitor = -1.6; NPY2 pot ag = 11.2; Runt-CBFb FRET = 2.0; NPY Y1 blocker = 1.8; Runt-SMMHC FRET = -6.0; Hck Nef HTS = -0.7; Mdm2 ligase inh = -7.9; RBBP9 inhibitor = -2.9; NPY-Y1 PAM-ag = -12.0
COc1ccc(CNC(=O)COC(=O)C2=COCCO2)cc1 is entered as p97 inhibitor = 1.4; NPY2 pot ag = -33.8; Runt-CBFb FRET = 1.7; NPY Y1 blocker = -2.0; Runt-SMMHC FRET = -0.8; Hck Nef HTS = -21.1; Mdm2 ligase inh = -19.2; RBBP9 inhibitor = -1.7; NPY-Y1 PAM-ag = -12.8
O=C(NCc1cccnc1)c1ccccc1NS(=O)(=O)c1ccc(F)cc1F is entered as p97 inhibitor = 8.1; NPY2 pot ag = -2.5; Runt-CBFb FRET = -2.9; NPY Y1 blocker = .; Runt-SMMHC FRET = 0.5; Hck Nef HTS = 19.3; Mdm2 ligase inh = -10.0; RBBP9 inhibitor = -7.9; NPY-Y1 PAM-ag = 2.8

Source: PubChem BioAssay (several laboratories)
